Bioassay records deposited in PubChem BioAssay by National Center for Advancing Translational Sciences (NCATS).
HCV inhibitor = blocks hepatitis C virus. Potency, µM (top dose mostly 41.8 µM), for inactives: at the highest dose activity change, negative = inhibition, usual class: inhibitors. Huh7.5.1 HCVcc-Cre infection, luciferase reporter, 44 h. actives 3.4% (n = 340,000). AID 651820
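After 44 h co-culture of compound, cells and HCVcc-Cre (~0.5 moi), substrate is added for 15 min at room temperature and luciferase measured over 15 sec. Cells were seeded at 1,000/well and pre-cultured 4 h.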
LmPK inh = LmPK (Leishmania mexicana) enzyme inhibition. Potency, µM (series often up to 57.5 µM), for inactives: at the top dose activity change, negative = inhibition, most hits filed as inhibitors. purified LmPK, Kinase-Glo ATP luminescence, 1 h. actives 0.37% (n = 290,000). Q27686
Target sequence (Q27686 whole entry, looked up): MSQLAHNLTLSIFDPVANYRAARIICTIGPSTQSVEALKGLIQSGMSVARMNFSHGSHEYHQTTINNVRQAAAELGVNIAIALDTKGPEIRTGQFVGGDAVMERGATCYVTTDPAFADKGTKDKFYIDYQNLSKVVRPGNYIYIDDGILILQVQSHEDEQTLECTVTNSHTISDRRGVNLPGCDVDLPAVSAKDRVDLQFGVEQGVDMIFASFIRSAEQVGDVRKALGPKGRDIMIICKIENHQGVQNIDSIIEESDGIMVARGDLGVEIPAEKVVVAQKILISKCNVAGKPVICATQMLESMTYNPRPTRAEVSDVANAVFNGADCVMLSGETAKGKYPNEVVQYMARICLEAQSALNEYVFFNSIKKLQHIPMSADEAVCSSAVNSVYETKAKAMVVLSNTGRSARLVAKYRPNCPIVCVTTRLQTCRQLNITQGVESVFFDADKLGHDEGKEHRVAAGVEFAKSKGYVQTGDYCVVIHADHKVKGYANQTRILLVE
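Pyruvate kinase activity monitored as ATP production (luciferase luminescence). Conditions: 0.1 nM enzyme, 0.5 mM PEP, 0.1 mM ADP, 1 h, RT; normalized against uninhibited and no-enzyme wells.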
Pf growth 96h = inhibits malaria parasite growth, 96 h | P. falciparum luciferase reporter growth, 96 h | actives 6.9% (n = 320,000) | AID 504834 | Potency, µM (doses to about 28.7 µM), without a hit: at the highest dose activity change, negative = inhibition, most hits filed as inhibitors
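P. falciparum expressing integrated firefly luciferase grown in erythrocytes (2% hematocrit, 0.05% parasitemia final) with compounds for 96 hours at 37 C, 5% CO2. Growth inhibition read as loss of luminescence after adding luciferase detection reagent.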
Sm TGR inh = inhibitors of Schistosoma mansoni thioredoxin glutathione reductase. Q962Y6. purified TGR, DTNB reduction, TNB absorbance 405 nm. Potency, µM (series often up to 114 µM), inactives show top-dose activity change, negative = inhibition, usual class: inhibitors. actives 3% (n = 360,000). AID 485364; note: nearly all actives have a fitted effect of over 60% in size
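First, TGR (20 nM dispensed) and NADPH were mixed with compound. Second, a 15 min room-temperature incubation followed. Third, further NADPH and then DTNB were added to start the reaction. Finally, TNB absorbance was monitored kinetically.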
TbPYK inhibitor = T. brucei pyruvate kinase inhibition. Q57TT1. TbPYK enzyme, Kinase-Glo Plus ATP luminescence, 45 min. Potency, µM (highest dose often 76.8 µM), without a hit: at the highest dose activity, negative = inhibition, most hits filed as inhibitors. actives 0.12% (n = 410,000); note: nearly all actives have a fitted effect of over 50% in size
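Quantitative HTS: titrated library compounds versus trypanosomal pyruvate kinase in TEA buffer (pH 7.2) containing KCl, MgCl2, BSA and Tween-20. Reactions were initiated with ADP, 130 uM final. Kinase-Glo Plus luminescence was read after 45 min at RT.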
Pf growth 48h = P. falciparum growth inhibition at 48 hours (one generation) | P. falciparum luciferase growth in erythrocytes, 48 h | Potency, µM (highest dose often 28.7 µM), inactives show at the highest dose activity change, negative = inhibition, actives largely listed as inhibitors | actives 5.9% (n = 310,000)
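A one-generation exposure of luciferase-tagged malaria parasites in RPMI 1640/Albumax erythrocyte culture, 37 C and 5% CO2. Inhibition is inferred from decreased luminescence after adding detection reagent.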
* marks the source's active call; other numbers are inactive results; ? = inconclusive; / = not tested or not shown; & = joins results of further samples; [ ] = dose if it differs, or a comment. Calls come from the whole dose curve; as a rule, active = well fitted curve in the direction sought with a large enough effect; inconclusive = small, poorly fitted or top-dose-only effect, or another doubt; inactive = no such curve, though single readings can be large; an effect the other way counts as inactive or inconclusive. % is set by controls: 0 for no effect and ±100 for the full control effect; potency is the fitted concentration of half-maximal effect.

1. CCOC(=O)c1ccc(-c2c(-c3ccccc3OC)oc3ccccc23)cc1F
2. CN1c2ccsc2/C(=N/Nc2ccc(F)cc2)CS1(=O)=O
3. Cc1ccc(OC(=S)Nc2ccccc2)c(C)c1
4. COC(=O)Cc1[nH]nc2c1C(c1c[nH]c3ccccc13)C(C#N)=C(N)O2 (centres undefined)
5. CC(C)CC(COCc1ccc(Cl)cc1)N1CCN(C(=O)c2ccc(Cl)cc2Cl)CCC1=O (centres undefined)
6. Cc1ccc(S(=O)(=O)N2CCC(C(=O)Nc3nnc(C4CCCC4)s3)CC2)cc1
7. Cc1ccc(S(=O)(=O)Cc2ccc(C(=O)NCCCN3CCCC3=O)o2)cc1
8. O=C(CSc1n[nH]c(-c2ccccc2Br)n1)NC(=O)NCc1ccco1
9. CCCCCCCCCC(=O)NO
10. COc1ccc(CNC(=O)CNS(=O)(=O)c2cccs2)cc1
compound no.,1,2,3,4,5,6,7,8,9,10
HCV inhibitor,-10%,?,1%,30%,?,-8%,5%,0%,/,-23%
Sm TGR inh,-2%,-20%,-5%,-22%,-11%,-28%,20µM*,-2%,/,-1%
Pf growth 96h,3.3µM*,?,-17%,?,?,-20%[5.75 µM],-24%,/,?,-2%
Pf growth 48h,?,?,?,19%,10µM*,-1%,/,-6%,-11%,6%
LmPK inh,/,0%,-1%,5%,-3%,5%,-1%,3%,/,2%
TbPYK inhibitor,3%,-5%,0%,-1%,-8%,3%,-12%,-6%,-5%&-3%,-3%

Three structures already listed, ordered by SMILES length, largest number first.
7. Cc1ccc(S(=O)(=O)Cc2ccc(C(=O)NCCCN3CCCC3=O)o2)cc1
2. CN1c2ccsc2/C(=N/Nc2ccc(F)cc2)CS1(=O)=O
9. CCCCCCCCCC(=O)NO
compound no.,7,2,9
HCV inhibitor,5%,?,/
Sm TGR inh,20µM*,-20%,/
Pf growth 96h,-24%,?,?
Pf growth 48h,/,?,-11%
LmPK inh,-1%,0%,/
TbPYK inhibitor,-12%,-5%,-5%&-3%

(cont.)
11. O=C(NNS(=O)(=O)c1ccc(F)cc1)C1CCN(Cc2cccc(F)c2)CC1
12. COc1cc2c(cc1OC)C(C1C(=O)CC(C)CC1=O)N(C(=O)CCl)CC2 (centres undefined)
13. COc1ccc(S(=O)(=O)Nc2ccc(F)c(F)c2)cc1C(=O)N1CCOCC1
14. Cc1ccc(OCc2cc(C(=O)N(C)Cc3cnn(-c4ccccc4C)c3)no2)cn1
15. CCOc1ccc(C(=O)NC(C(=O)N2CCC2)C(C)C)cc1 (centres undefined)
16. COc1ccc(S(=O)(=O)NCCSCc2ccc(Cl)cc2)cc1NC(C)=O
17. O=C(Nc1cccc2ccccc12)c1nn(C23CC4CC(CC(C4)C2)C3)cc1Br
18. COc1ccc(NC(=O)Cn2cc(C(=O)C3CC3)c3ccccc32)cc1
19. Cc1ccccc1-c1nc(CS(=O)(=O)CC(=O)NCCCN2CC(C)CC(C)C2)c(C)o1 (centres undefined)
20. Cc1cccc(C)c1NC(=O)CNC(=O)c1ccncc1
compound no.,11,12,13,14,15,16,17,18,19,20
HCV inhibitor,9%,25%,3%,11µM*,9%,3%,?,19%,?,14%
Sm TGR inh,1%,?,-15%,-10%,5%,-7%,53%[activator],3%&0%,0%,-21%
Pf growth 96h,-26%,2%,15%,?,21%,13%,15%,-7%,75%[activator],24%
Pf growth 48h,4%,12%,13%,7%,-6%,-42%,?,-2%,?,2%
LmPK inh,-4%,0%,-5%,3%,/,/,0%,-6%,1%,-9%
TbPYK inhibitor,-9%,-3%,-3%,-1%,7%,2%,4%,-3%&4%,9%,0%

21. Cc1cc(-c2nnc(SCCC(=O)Nc3ccccc3)o2)no1
22. Cn1c(-c2ccc(N)cc2)nc2ccccc21
23. COc1ccc(NC(=O)CCCn2c(=O)c3sccc3n(Cc3cccc(C)c3)c2=O)cc1
24. Cc1cc(C)n(-c2ccc(Cl)c(C(=O)OCC(=O)N3CCCCC3C)n2)n1 (centres undefined)
25. COc1ccc(-n2ccc(=O)c(C(=O)Nc3ccc(S(=O)(=O)Nc4nccs4)cc3)n2)cc1
26. CC(OC(=O)CCCSc1nc2ccccc2s1)C(=O)NC(N)=O (centres undefined)
27. COc1ccc(CNC(=O)/C=C/c2cc([N+](=O)[O-])ccc2OC(F)F)cc1OC
28. CC(C)(C)NC(=O)c1cc([N+](=O)[O-])ccc1N1CCCCC1
29. CS(=O)(=O)Nc1ccc(C(=O)Nc2ccc(S(=O)(=O)Nc3nccs3)cc2)cc1
30. O=C(NCC(=O)N1CCN(Cc2c(F)cccc2Cl)CC1)c1cccc(Cl)c1
31. CCSc1nc2c(cnn2-c2ccccc2)c(=O)n1N
32. COc1ccc2[nH]c(C)c(C(=O)CN(C)C)c2c1
compound no.,21,22,23,24,25,26,27,28,29,30,31,32
HCV inhibitor,-12%,-27%,4%,15%,-4%,11%,?,-5%,/,?,3%,10%
Sm TGR inh,2%,2%,6%,-1%,-3%,1%,-35%,-10%,-21%,-9%,-26%,40µM*
Pf growth 96h,?,322%[activator],?,/,?,-10%,?,?,?,-25%,106%[activator],?
Pf growth 48h,-15%,61%[activator],?,-8%,-18%,4%,/,?,-6%,-1%,285%[activator],?
LmPK inh,5%,?,-1%,-2%,1%,2%,2%,-1%,-5%,/,-14%,7%
TbPYK inhibitor,0%,-14%,8%,2%,19%,3%,-3%,-8%,3%,1%,-10%,5%

Compounds 18–29, reprinted for reference:
18. COc1ccc(NC(=O)Cn2cc(C(=O)C3CC3)c3ccccc32)cc1
19. Cc1ccccc1-c1nc(CS(=O)(=O)CC(=O)NCCCN2CC(C)CC(C)C2)c(C)o1 (centres undefined)
20. Cc1cccc(C)c1NC(=O)CNC(=O)c1ccncc1
21. Cc1cc(-c2nnc(SCCC(=O)Nc3ccccc3)o2)no1
22. Cn1c(-c2ccc(N)cc2)nc2ccccc21
23. COc1ccc(NC(=O)CCCn2c(=O)c3sccc3n(Cc3cccc(C)c3)c2=O)cc1
24. Cc1cc(C)n(-c2ccc(Cl)c(C(=O)OCC(=O)N3CCCCC3C)n2)n1 (centres undefined)
25. COc1ccc(-n2ccc(=O)c(C(=O)Nc3ccc(S(=O)(=O)Nc4nccs4)cc3)n2)cc1
26. CC(OC(=O)CCCSc1nc2ccccc2s1)C(=O)NC(N)=O (centres undefined)
27. COc1ccc(CNC(=O)/C=C/c2cc([N+](=O)[O-])ccc2OC(F)F)cc1OC
28. CC(C)(C)NC(=O)c1cc([N+](=O)[O-])ccc1N1CCCCC1
29. CS(=O)(=O)Nc1ccc(C(=O)Nc2ccc(S(=O)(=O)Nc3nccs3)cc2)cc1
compound no.,18,19,20,21,22,23,24,25,26,27,28,29
HCV inhibitor,19%,?,14%,-12%,-27%,4%,15%,-4%,11%,?,-5%,/
Sm TGR inh,3%&0%,0%,-21%,2%,2%,6%,-1%,-3%,1%,-35%,-10%,-21%
Pf growth 96h,-7%,75%[activator],24%,?,322%[activator],?,/,?,-10%,?,?,?
Pf growth 48h,-2%,?,2%,-15%,61%[activator],?,-8%,-18%,4%,/,?,-6%
LmPK inh,-6%,1%,-9%,5%,?,-1%,-2%,1%,2%,2%,-1%,-5%
TbPYK inhibitor,-3%&4%,9%,0%,0%,-14%,8%,2%,19%,3%,-3%,-8%,3%
